Screening data (PubChem BioAssay)
DUSP3 inh: inhibitors of human VHR1 phosphatase (DUSP3). recombinant VHR phosphatase, colorimetric substrate read-out. inhibition, % at 20 µM. 50,000 compounds, 0.7% hits; in the data active = inhibition above about 60%; note: some results filed as inactive read as strong as hits
Target sequence (P51452 whole entry, looked up): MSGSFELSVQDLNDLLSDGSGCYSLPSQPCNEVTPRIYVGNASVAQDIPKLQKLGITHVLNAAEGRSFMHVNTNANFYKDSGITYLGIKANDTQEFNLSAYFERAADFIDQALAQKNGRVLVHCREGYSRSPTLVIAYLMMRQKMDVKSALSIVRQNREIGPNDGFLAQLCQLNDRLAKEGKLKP
* = called active by the depositor. The list is partial, so the mix of outcomes need not match the whole.

SMILES	DUSP3 inh
O=[N+]([O-])c1cccc(CSc2nc3ccccc3[nH]2)c1	-1
CC(C)CC(=O)NS(=O)(=O)c1ccc(NC(=O)c2cccc(Br)c2)cc1	-7
O=C(CC1(O)C(=O)Nc2ccc(Br)cc21)c1cccs1 (centres undefined)	7
COC(=O)c1c(NC(=S)Nc2ccccc2)sc(Cc2ccccc2)c1C	-2
C=CCOc1ccc(C(=O)Nc2ccccn2)cc1	-42
CN(C)c1ccc(/C=C2/C(=O)NC(=O)N(CCCO)C2=O)cc1	-5
CCOC(=O)CN1C(c2ccccc2OC)Nc2ccc(Br)cc2C1c1ccccc1 (centres undefined)	4
Cc1ccc(/C(O)=C/c2nc3ccccc3[nH]c2=O)o1	0
CC(C)(C)c1cc(C=C2C(=O)NC(=S)NC2=O)cc(C(C)(C)C)c1O	15
C=CCOc1c(Cl)cc(/C=C2\C(=O)NC(=O)N(c3ccc(Cl)cc3)C2=O)cc1OC	0
O=C(N=C1SCC(=O)N1c1ccccc1)c1ccco1	-14
C/C(=C/C(=O)Nc1c(C)n(C)n(-c2ccccc2)c1=O)C(=O)O	-60
COc1ccc(CCNC2CC(=O)N(c3ccc(I)cc3)C2=O)cc1OC (centres undefined)	-5
COc1cc(C=C2C(=O)NC(=O)NC2=O)ccc1OCc1ccc(C(=O)O)cc1	10
CCC(=O)Nc1sc2c(c1C(=O)Nc1ccc(OC)cc1)CCC2	-5
O=C(c1cc2ncc(Br)cn2n1)N1CCCCC1	6
N=C1S/C(=C\c2ccc3c(c2)OCO3)C(=O)N1c1ccc(F)cc1	5
S=C1NC(c2cccs2)=CC(c2ccc(Br)cc2)N1 (centres undefined)	-22
O=C(O)CCCCCN1C(=O)C(=O)/C(=C(/O)c2ccc(F)cc2)C1c1ccccc1 (centres undefined)	-1
CCCCCc1ccc(-c2ccc(-c3ncc([N+](=O)[O-])cn3)cc2)cc1	0
O=C(COc1ccccc1[N+](=O)[O-])Nc1cc(Cl)cc(Cl)c1	4
CCn1c(C(O)c2ccc(OCc3ccccc3)c(OC)c2)nc2ccccc21 (centres undefined)	20
Cc1nonc1OCCCNc1ccc([N+](=O)[O-])cc1Cl	-14
Brc1ccc(OCCCCCN2CCCC2)cc1	2
COc1ccc(-c2[nH]c3[n+](c2N)CCS3)cc1	59
O=C(/C=C/c1ccccc1)Nc1ccc([N+](=O)[O-])cc1	9
Cn1c(-c2ccc(C=O)o2)nc2c3ccccc3c3ccccc3c21	-2
O=C(/C=C/c1ccc(Cl)cc1)Nc1cccc(Br)c1	-15
NS(=O)(=O)c1cccc(NC(=O)COc2ccccc2)c1	10
O=C1C=CC(=O)N1Nc1c(Cl)cc(Cl)cc1Cl	102*
CN(C)c1ccnc2sc(C(=O)c3ccc(Br)cc3)c(N)c12	-16
Cc1ccc(C(C)C)c(OCC(=O)Nc2ccc(NC(=O)c3ccco3)cc2)c1	-1
CC(=O)Nc1ccc(S(=O)(=O)NNc2ccccc2)cc1	3
CCOc1ccccc1NC(=O)C(=O)NCCc1ccccc1	-6
COc1cc(/C=N/NC(=O)C(C)Nc2ccc(Cl)cc2)cc(OC)c1OC (centres undefined)	-1
O=c1c2ccccc2nc2n1C1(CCCCC1)Cc1ccccc1-2	0
CCOC(=O)c1ccc2c(c1)c1c(n2CC)C(=O)CCC1	-11
Fc1ccc(NC(=S)N2CCN(Cc3ccc4c(c3)OCO4)CC2)cc1	-5
O=C1NC(=O)N(c2ccc3c(c2)OCO3)C(=O)/C1=C/c1ccc(Sc2ccccc2)o1	8
COc1ccc(NC(=O)c2ccc(C#Cc3ccccc3)cc2)cc1	-38
Cc1ccc(C(=O)NC=C(C#N)C#N)cc1	-3
Cc1ccc(NC(=S)Nc2ccc(F)cc2)cc1C	12
CC(=O)NNc1nc(-c2ccccc2)c2cc(Br)ccc2n1	-10
O=C1/C(=C/Nc2ccccc2NS(=O)(=O)c2ccccc2)CCc2ccccc21	0
O=C(O)C1C2CCC(O2)C1C(=O)NCCC1=CCCCC1 (centres undefined)	-9
O=C(C(c1ccccc1)c1ccccc1)N1CCC(Cc2ccccc2)CC1	8
COc1ccc(CN=C(Nc2ccccc2)SC2CC(=O)N(c3cccc(Cl)c3)C2=O)cc1 (centres undefined)	3
O=[N+]([O-])c1ccc(N2CCN(S(=O)(=O)c3ccccc3)CC2)cc1NCCc1ccccc1	-13
O=C(Nc1ncc(Cc2ccc(Cl)c(Cl)c2)s1)c1ccccc1Cl	-5
O=C(Nc1cccc2c(NC(=O)c3ccco3)cccc12)c1ccco1	8
COC(=O)CN(c1ccc(OC)c(Cl)c1)S(=O)(=O)c1ccccc1	-20
COc1ccc(C=Nc2ccc3nn(-c4ccccc4)nc3c2)cc1	-1
CCOC(=O)Cc1csc(NC(=O)CCN2C(=O)c3cccc([N+](=O)[O-])c3C2=O)n1	-58
O=C(COC(=O)c1cccc(C#Cc2ccccc2)c1)c1ccc([N+](=O)[O-])cc1	-16
COc1ccccc1C(=O)NN1C(=O)/C(=C/c2ccccc2Cl)SC1=S	-8
COc1cccc(/C=N\N2CCN(c3ccccc3)CC2)c1OC	7
CCN(CC)c1ccc(C(=O)Nc2ccccc2Cl)cc1	16
CC(=O)c1sc(NC(=O)c2cc(Cl)ccc2[N+](=O)[O-])nc1C	5
Cc1ccccc1OCCn1cc(C=C2C(=O)NC(=S)NC2=O)c2ccccc21	-12
CC12CCC3C(CC=C4CC(O)CCC43C)C1C/C(=C\c1ccc(F)cc1)C2=O (centres undefined)	-39
(list continues)
SMILES	DUSP3 inh
CCOC(=O)N1CCN(C(c2ccccc2)c2ccccc2)CC1	6
Cc1[nH]c2ccccc2c1C=Nc1ccccc1C(=O)Nc1ccccc1	2
O=C(CSc1n[nH]c(=O)[nH]c1=O)c1ccc(Cl)cc1	-1
CC1(C)COC(COc2ccc(Cl)cc2)=N1	-6
COc1cccc(CN2CCN(C(=O)COc3ccccc3)CC2)c1OC	7
CCOCc1cnc(C)nc1NC(C)=O	4
O=c1[nH]c(O)c(C=Nc2ccccc2C(F)(F)F)c(=O)[nH]1	-2
COc1cc2c(cc1OC)C(Nn1cnnc1)=NC1(CCCC1)C2	-9
C(=N\c1nc2ccccc2s1)/c1ccc(/C=N/c2nc3ccccc3s2)cc1	-32
Cc1cc(N2CCN(c3ccccc3)CC2)nc(-c2ccccc2O)n1	-34
CCCC(=O)Nc1ccc(NC(=S)NC(=O)c2ccco2)cc1	-24
O=C(Nc1ccccc1Cl)c1ccccc1C(F)(F)F	13
CC(C)/C(=N\NS(=O)(=O)c1ccc(Br)cc1)c1cccs1	-1
COc1ccc(CCN=C(C)C2=C(O)CSC2=O)cc1OC	-2
c1ccc(-c2nc3ccccc3nc2-c2cccs2)cc1	-4
Cc1ccc(/C(N)=N/OC(=O)c2ccc(Br)cc2)cc1	9
c1ccc(OCCSc2nc3ccccc3o2)cc1	-1
O=C(Nc1c(Cl)cccc1Cl)C1C2CC/C=C\CC/C=C/CCC21 (centres undefined)	112*
O=C(c1cc(I)ccc1Cl)N1CCN(c2ccc([N+](=O)[O-])cc2)CC1	-15
Brc1ccc2ncnc(NCc3ccco3)c2c1	-3
O=C(Nc1ccccc1)c1cc(S(=O)(=O)N2CCCCC2)ccc1Cl	-8
CN(C)c1ccc(NC(=O)c2ccc(Br)cc2)cc1	-16
COc1ccc(NC(=O)c2cccc(Oc3ccccc3)c2)cc1OC	-10
COc1ccc(C2NN=C(c3ccc(C)cc3)S2)cc1OC (centres undefined)	-16
CCOc1cccc(C=NN2CCN(Cc3ccc(C)cc3C)CC2)c1O	-29
CC(=O)Oc1ccccc1-c1nc(C)nn1C(C)=O	-24
O=C(NC1CCS(=O)(=O)C1)c1ccc(Br)cc1 (centres undefined)	-35
COc1ccc(CN2CCN(C(=O)CC(C)C)CC2)cc1OCc1ccccc1	-16
CC(=O)Oc1ccc(/C=C2/SC(=S)N(c3ccccc3)C2=O)cc1	-2
Cc1ccc(NC(=O)c2c(C(=O)O)cccc2[N+](=O)[O-])c(Br)c1	-22
Cc1ccc(-c2nc3cc(Cl)cc(Cl)c3o2)cc1NC(=O)COc1ccccc1	-10
CCCc1cc(=O)n2[nH]c(-c3ccccc3)cc2n1	-26
O=S(=O)(Nc1ccc(O)c2ccccc12)c1ccc(F)cc1	2
CCOC(=O)c1c(NC(=O)COc2ccc(Br)c(C)c2)sc2c1CCC2	-9
O=S(=O)(Cc1ccccc1)c1nc2ccccc2n1Cc1ccc(Cl)cc1	-33
COC(=O)c1ccc(/C=C2\C(=O)NC(=O)N(c3ccc(Cl)cc3)C2=O)cc1	-17
CO/N=C(/C(=N/OC)c1ccccc1)c1ccccc1	-3
O=C1c2ccccc2NC(c2cccc(O)c2)N1c1ccc(Cl)cc1 (centres undefined)	-2
COc1ccc(S(=O)(=O)N2CCN(C(=O)c3cccc(F)c3)CC2)cc1	-21
COc1ccc(Nc2nc(Nc3ccc([N+](=O)[O-])cc3)nc(OC)n2)cc1	-37
COCCNC(=O)CN(c1ccc(C)cc1)S(=O)(=O)c1ccc(OC)c(OC)c1	4
C=CCc1cccc(/C=N/NC(=O)CSc2ccccn2)c1O	-76
O=C(Nc1c(C(=O)N2CCC(Cc3ccccc3)CC2)cnn1-c1ccccc1)c1ccc(Br)cc1	-25
COc1ccc(C2=NN(CN3C(=O)C(=O)c4ccccc43)C(c3ccccc3)C2)cc1 (centres undefined)	-10
O=C(Cc1ccccc1)Nc1cc(C(=O)O)cc(C(=O)O)c1	-7

A run of entries from the list above, as a working copy:
SMILES	DUSP3 inh
CC(=O)Oc1ccccc1-c1nc(C)nn1C(C)=O	-24
O=C(NC1CCS(=O)(=O)C1)c1ccc(Br)cc1 (centres undefined)	-35
COc1ccc(CN2CCN(C(=O)CC(C)C)CC2)cc1OCc1ccccc1	-16
CC(=O)Oc1ccc(/C=C2/SC(=S)N(c3ccccc3)C2=O)cc1	-2
Cc1ccc(NC(=O)c2c(C(=O)O)cccc2[N+](=O)[O-])c(Br)c1	-22
Cc1ccc(-c2nc3cc(Cl)cc(Cl)c3o2)cc1NC(=O)COc1ccccc1	-10
CCCc1cc(=O)n2[nH]c(-c3ccccc3)cc2n1	-26
O=S(=O)(Nc1ccc(O)c2ccccc12)c1ccc(F)cc1	2
CCOC(=O)c1c(NC(=O)COc2ccc(Br)c(C)c2)sc2c1CCC2	-9
O=S(=O)(Cc1ccccc1)c1nc2ccccc2n1Cc1ccc(Cl)cc1	-33
COC(=O)c1ccc(/C=C2\C(=O)NC(=O)N(c3ccc(Cl)cc3)C2=O)cc1	-17
CO/N=C(/C(=N/OC)c1ccccc1)c1ccccc1	-3
O=C1c2ccccc2NC(c2cccc(O)c2)N1c1ccc(Cl)cc1 (centres undefined)	-2
COc1ccc(S(=O)(=O)N2CCN(C(=O)c3cccc(F)c3)CC2)cc1	-21
COc1ccc(Nc2nc(Nc3ccc([N+](=O)[O-])cc3)nc(OC)n2)cc1	-37
COCCNC(=O)CN(c1ccc(C)cc1)S(=O)(=O)c1ccc(OC)c(OC)c1	4
C=CCc1cccc(/C=N/NC(=O)CSc2ccccn2)c1O	-76
O=C(Nc1c(C(=O)N2CCC(Cc3ccccc3)CC2)cnn1-c1ccccc1)c1ccc(Br)cc1	-25
COc1ccc(C2=NN(CN3C(=O)C(=O)c4ccccc43)C(c3ccccc3)C2)cc1 (centres undefined)	-10
O=C(Cc1ccccc1)Nc1cc(C(=O)O)cc(C(=O)O)c1	-7

(continued)
SMILES	DUSP3 inh
CCOC(=O)C(=CNc1ccc2c(c1)OCO2)C(=O)OCC	-3
O=C(NN1C(=O)/C(=C\c2ccccn2)SC1=S)c1ccccc1	-9
CCOC(=O)CC(O)(c1ccccc1)C(F)(F)C(F)F (centres undefined)	-13
Cc1cc(NC(=O)c2cc(-c3ccc(C)o3)nc3ccccc23)no1	-36
CCOC(=O)c1c(NC(=O)C23CC4CC(CC(C4)C2)C3)sc(C(=O)Nc2ccccc2OC)c1C	120*
N#CC(=C1CCCCC1)c1nc(-c2cc3ccccc3oc2=O)cs1	8
Cc1cc2c(cc1C)NC(CC(=O)Nc1ccccc1C(F)(F)F)C(=O)N2 (centres undefined)	0
Cc1cc(C)n(C(=O)c2ccc(Cl)c([N+](=O)[O-])c2)n1	-9
CCC(C(=O)Nc1ccccc1I)c1ccccc1 (centres undefined)	4
COc1c(Cl)cc(C(=O)Nc2ccc(O)c(-c3nc4cc(C)ccc4o3)c2)cc1Cl	-13
COc1ccc(C(C)=O)cc1N1C(=O)C2C3C=CC(C3=C(C)C)C2C1=O (centres undefined)	-16
Cc1ccc(N2C(=O)/C(=C/c3ccccc3)SC2=S)cc1C	-11
Clc1ccc(Sc2c(-c3ccccc3)nc3sccn23)cc1	-10
COc1ccccc1NC(=O)c1c(NC(=O)c2ccco2)sc2c1CCCC2	-17
Cc1ccc(-c2nnc(Nc3ccc4c(c3)ncn4C)c3ccccc23)cc1	-8

Exported field by field: entries from further up.
Cc1cc(NC(=O)c2cc(-c3ccc(C)o3)nc3ccccc23)no1
  DUSP3 inh: -36
CCOC(=O)c1c(NC(=O)C23CC4CC(CC(C4)C2)C3)sc(C(=O)Nc2ccccc2OC)c1C
  DUSP3 inh: 120*

Further records.
SMILES	DUSP3 inh
O=Cc1ccc(/C=C2/SC(=S)N(Cc3ccccc3)C2=O)cc1	-12
CC1(C)Cc2c(sc(NC(=O)Nc3ccccc3)c2C(N)=O)CO1	17
CCC(=O)c1ccc(N2CCN(C)CC2)c(F)c1	-14
c1ccc(N2Cc3cc4c(cc3C2)CN(c2ccccc2)C4)cc1	31
O=C(c1ccc([N+](=O)[O-])cc1)N1CCN(Cc2cccc(Br)c2)CC1	6
O=C(O)CCN1C(=O)/C(=C/c2ccccc2F)SC1=S	-1
CC(C)c1ccccc1NS(=O)(=O)c1ccccc1	0
O=C(Nc1nccs1)c1cccc(NC(=O)c2ccco2)c1	-17
COCCCNC(=O)C(=O)Nc1ccc(OC)c(Cl)c1	-9
O=C(Nc1cc(C(F)(F)F)ccc1Cl)C1CC(=O)N(c2ccc(Br)cc2)C1 (centres undefined)	-27
CN1C(=O)/C(=C\c2ccc([N+](=O)[O-])cc2)SC1=S	-61
COc1cc(/C=C\c2nc3ccccc3c(=O)n2-c2ccc(O)cc2)ccc1O	16
CC1(C)NC(=O)N(CC(O)COc2ccc(Cl)cc2)C1=O (centres undefined)	-4
CCC1CCc2c(sc(NC(=O)c3ccc(C(C)C)cc3)c2C(N)=O)C1 (centres undefined)	-19
